Bioassay records: PubChem, National Center for Advancing Translational Sciences (NCATS)
PKM2 act – increases activity of human pyruvate kinase M2; P14618; purified PKM2, Kinase-Glo ATP luminescence, activation; response scale: 0% is enzyme alone, no compound; Potency, µM (highest dose often 57.5 µM), for inactives: at the top dose activation, actives largely listed as activators; 0.34% of 260,000 active; AID 1631; note: potency is the fitted concentration of half-maximal effect; % is set by controls: 0 for no effect and ±100 for the full control effect; nearly all actives have a fitted effect of over 55% in size
Target sequence (P14618 whole entry, looked up): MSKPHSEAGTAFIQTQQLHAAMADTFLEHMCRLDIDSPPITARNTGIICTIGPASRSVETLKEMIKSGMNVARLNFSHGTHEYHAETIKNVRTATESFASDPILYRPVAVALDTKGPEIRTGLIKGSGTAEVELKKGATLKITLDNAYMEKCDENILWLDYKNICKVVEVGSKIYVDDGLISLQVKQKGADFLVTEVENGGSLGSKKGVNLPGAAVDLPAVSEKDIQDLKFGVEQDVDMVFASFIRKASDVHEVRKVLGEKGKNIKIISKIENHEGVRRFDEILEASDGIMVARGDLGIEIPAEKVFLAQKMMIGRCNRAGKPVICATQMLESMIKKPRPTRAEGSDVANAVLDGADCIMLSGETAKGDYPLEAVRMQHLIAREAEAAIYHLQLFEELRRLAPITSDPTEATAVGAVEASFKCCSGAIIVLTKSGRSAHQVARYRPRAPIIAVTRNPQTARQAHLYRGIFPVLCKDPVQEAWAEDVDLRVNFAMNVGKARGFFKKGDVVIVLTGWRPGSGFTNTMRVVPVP
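ATP formation by purified human PK-M2, quantified via coupled luciferase luminescence after 1 h at room temperature with 0.1 mM ADP and 0.5 mM PEP final.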
Coupling enz – inhibits coupling enzyme system, counter-screen for aldolase hits; 0.67% of 290,000 active; coupling enzyme system counterscreen, AmpLite Red fluorescence; AID 2472; activity change, negative = inhibition, % at 58.2 µM, hits read low; in the data active = activity change below about -30%; note: % is set by controls: 0 for no effect and ±100 for the full control effect
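Compounds tested against the coupling enzymes alone at 57.5 uM final; readout was AmpLite Red fluorescence (525/598 nm) after 20 min at RT.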
B2AR arrestin – beta2AR (human) beta-arrestin recruitment activity; P07550; beta-arrestin recruitment to beta2AR, cell-based reporter; AID 492947; Potency, µM (top dose mostly 46.1 µM), inactives show top-dose activation, actives largely listed as activators; 0.02% of 330,000 active;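 note: potency is the fitted concentration of half-maximal effect; 0% = DMSO controls and full agonism = EC100 isoproterenol or metaproterenol; nearly all actives have a fitted effect of over 65% in size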
TRPV1 agonist – activates the human vanilloid receptor TRPV1. TRPV1-expressing cells, Fluo-8 calcium influx, agonist mode. activation, % at 8.33 µM. 0.19% of 320,000 active. AID 540275; in the data active = activation above about 80%; inconclusive = between about 30% and that limit; note: 0% is about no effect
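Fluo-8 calcium influx in TRPV1-expressing cells, kinetic read (ex 480/em 520 nm). Compound added and read 3 min for agonist activity, followed by capsaicin at EC20 final and 2 min further read for enhancement.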
Giardia kill – kills Giardia lamblia | Giardia lamblia trophozoite viability | activity change, % at 7.66 µM, hits read low | 0.15% of 340,000 active | AID 540267; in the data active = activity change below about -80%; inconclusive = between about -30% and that limit;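 note: parasites exposed to compound for two days anaerobically before the ATP read; % is set by controls: 0 for no effect and ±100 for the full control effect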
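Trophozoite viability was measured as ATP-dependent luminescence, read 15-30 min after reagent addition. Before that, parasites at 100 cells/well were exposed to compounds for 48 h, anaerobically, at 37 deg C.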
MLL CXXC-DNA inh – inhibitors of human MLL CXXC domain-DNA interaction | MLL-CXXC / FITC-HOXA9 DNA fluorescence polarization | Potency, µM (top dose mostly 115 µM), inactives show at the top dose activity change, negative = inhibition, most hits filed as inhibitors | 0.037% of 290,000 active | AID 2662; active = well fitted inhibition curve with a large enough effect in the polarisation, with a control signal flat, not every such curve was filed as active; inconclusive = small, poorly fitted or top-dose-only effect, or effect the other way, or a change in a side signal; inactive = no such curve, though single readings can be large or run the other way; the % refers to the polarisation; note: potency is the fitted concentration of half-maximal effect
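Steps: dispense CXXC domain solution (7 uM) → pin compounds or unlabeled HOX-A9 DNA control → 5 min ambient → add FLSN-HOX-A9 solution (50 nM) → spin → 30 min ambient → fluorescence polarization. Tris pH 7.5/NaCl/DTT/BSA buffer.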
Menin-MLL TR inh – inhibitors of human menin-MLL interaction, mutant MLL peptide. O00255. Menin + Texas Red MLL mutant peptide, fluorescence polarization. Potency, µM (highest dose often 61.6 µM), without a hit: top-dose FP activity change, negative = inhibition, actives largely listed as inhibitors. 0.23% of 270,000 active. AID 1768; active = well fitted inhibition curve with a large enough effect in the polarisation, with a control signal flat, not every such curve was filed as active; inconclusive = small, poorly fitted or top-dose-only effect, or effect the other way, or a change in a side signal; inactive = no such curve, though single readings can be large or run the other way; the % refers to the polarisation; note: potency is the fitted concentration of half-maximal effect; % of control where 0% means no effect; many of its hits are not listed in these tables
USP2a inh – inhibitors of human ubiquitin-specific protease USP2a; O75604; USP2 core, Ub-CHOP2 coupled fluorogenic reporter, 485/531; Potency, µM (doses to about 38.3 µM), without a hit: top-dose activity change, negative = inhibition, most hits filed as inhibitors; 0.01% of 330,000 active;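 note: potency is the fitted concentration of half-maximal effect; plate controls were DMSO wells for no effect and full inhibition by NEM control for full effect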
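Deubiquitinase activity read as fluorescence (485/531 nm) after Ub-CHOP2 cleavage activates the enterokinase reporter on its substrate; USP2 core 10nM, Ub-CHOP2 and substrate 25nM each, 30min compound preincubation then 60min RT; data normalized to NEM, curves fitted.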
GALK inhibitor – blocks human galactokinase activity. P51570. 0.007% of 270,000 active. Purified GALK, Kinase-Glo residual ATP luminescence. Potency, µM (doses to about 57.5 µM), for inactives: top-dose activity change, negative = inhibition, actives largely listed as inhibitors; note: potency is the fitted concentration of half-maximal effect; % is set by controls: 0 for no effect and ±100 for the full control effect
Target sequence (P51570 whole entry, looked up): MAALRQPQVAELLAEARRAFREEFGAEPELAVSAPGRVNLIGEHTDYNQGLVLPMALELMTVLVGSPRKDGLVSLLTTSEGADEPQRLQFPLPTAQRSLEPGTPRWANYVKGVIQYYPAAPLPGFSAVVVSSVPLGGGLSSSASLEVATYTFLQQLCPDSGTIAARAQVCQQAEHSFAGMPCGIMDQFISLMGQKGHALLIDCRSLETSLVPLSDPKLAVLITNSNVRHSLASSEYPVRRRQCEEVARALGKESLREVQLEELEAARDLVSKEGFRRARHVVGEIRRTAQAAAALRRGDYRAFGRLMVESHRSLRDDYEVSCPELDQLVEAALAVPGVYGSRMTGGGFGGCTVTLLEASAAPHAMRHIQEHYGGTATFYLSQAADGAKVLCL
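Galactose (100 uM) and ATP (35 uM) were turned over by 5 nM GALK for 1 h at RT. Kinase-Glo Plus then converted the remaining ATP into a luminescent signal.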
KCNH2 3.1 inh – inhibitors of human KCNH2 3.1 potassium channel isoform | activity change, % (tested at about 1.8 µM) | U2OS KCNH2 3.1, thallium flux FluxOr; stronger effect = lower value | 0.95% of 340,000 active;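 active = maximum activity change below -70%; inconclusive = maximum activity change from -70% to -50%; inactive = maximum activity change above -50%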;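 note: thallium influx rate constant from kinetic fluorescence after stimulation buffer; % is set by controls: 0 for no effect and ±100 for the full control effect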
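U2OS cells transduced with KCNH2 3.1 mutant virus (1.77 x 10^8 /mL, 4 h), plated overnight at 37 C, loaded 45 min with FluxOr dye plus Red40 quencher. Thallium flux rate constant from kinetic reads after stimulation buffer, normalised to controls.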
KCNH2 WT inh – inhibitors of human wildtype KCNH2 potassium channel | Q12809 | U2OS, BacMam KCNH2, thallium flux FluxOr; stronger effect = lower value | activity change, % at 1.84 µM | 0.37% of 340,000 active | AID 720551;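 active = maximum activity change below -70%; inconclusive = maximum activity change between -70% and -50%; inactive = maximum activity change above -50%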; note: % is set by controls: 0 for no effect and ±100 for the full control effect
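U2OS cells were transduced with wild-type KCNH2 virus (2.03 x 10^8 / mL) for 4 h at room temperature, then cultured overnight at 37 C. Thallium flux was read with FluxOr dye. Rate constants were normalized to DMSO controls.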
Starred values were filed as active, the others as inactive; ? = inconclusive; . = not tested or not shown; [ ] = dose if it differs, or a comment. Unless noted, calls come from the whole dose curve; as a rule, active = well fitted curve in the direction sought with a large enough effect; inconclusive = small, poorly fitted or top-dose-only effect, or another doubt; inactive = no such curve, though single readings can be large; an effect the other way counts as inactive or inconclusive.

SMILES	PKM2 act	Coupling enz	B2AR arrestin	TRPV1 agonist	Giardia kill	MLL CXXC-DNA inh	Menin-MLL TR inh	USP2a inh	GALK inhibitor	KCNH2 3.1 inh	KCNH2 WT inh
COc1cccc(NC(=S)N(CCCN2CCC(C)CC2)Cc2cccs2)c1	-15%	1	0.2%	2	4	5%	-9%	1%	7%	-1	10
CN(CC(=O)Nc1c(Cl)cccc1Cl)C(=O)c1cc(S(=O)(=O)N(C)C)ccc1N1CCCC1	.	.	-0.9%	9	7	.	.	0%	.	18	11
CCOC(=O)N1CCN(C(=O)C(C)NC(=O)c2ccco2)CC1 (stereo not given)	1%	-6	-0.3%	0	-7	-1%	9%	-2%	-1%	5	3
O=C(CSC1=NCCN1)NC12CC3CC(CC(C3)C1)C2	-1%	0	2.4%	6	9	0%	-5%	0%	0%	-1	3
Cn1ccnc1C1CCCCN1C(=O)c1cc(COc2ccc(F)cc2F)on1 (stereo not given)	-4%	3	-0.7%	2	13	-8%	.	-1%	5%	7	-5
Cc1cccc(-n2c(O)c(C=Nc3ccccc3)c3ccccc3c2=O)n1	.	-2	-0.1%	24	4	0%	-17%	1%	0%	-10	-12
C=CCNC(=S)NC1CC(C)(C)NC(C)(C)C1	1%	0	-0.5%	2	1	2%	-6%	5%	2%	-11	4
Cc1ccc(CC2C(=O)N(c3cc(Cl)ccn3)C(=O)C2C)cc1 (stereo not given)	-3%	4	-0.5%	14	-21	-6%	.	-1%	6%	-2	3
CCC(CC)C(=O)Nc1c2c(nn1-c1ccc(C)cc1)CS(=O)(=O)C2	.	0	-0.1%	1	1	-3%	-13%	4%	9%	8	-8
OCCC1CN(CCCc2ccccc2)CCN1CCc1ccccc1 (stereo not given)	-2%	0	0.2%	-1	-20	-1%	1%	3%	-2%	?	45
O=C(NCC1CCCO1)c1nc2c(nnn2Cc2ccc(F)cc2)c(=O)[nH]1 (stereo not given)	2%	1	-0.7%	-3	5	18%	1%	2%	0%	1	-6
O=c1cccc(-c2ccc(Br)cc2)o1	10%	2	0.0%	3	9	-2%	16%	1%	0%	1	-14
CCOC(=O)c1sc2ncnc(NCC(c3cccs3)N(C)C)c2c1C (stereo not given)	-3%	-3	-0.3%	-2	4	5%	-7%	-1%	1%	2	14
CCN1C/C(=C/c2ccc(N3CCOCC3)cc2)C(=O)/C(=C/c2ccc(N3CCOCC3)cc2)C1	12%	-4	1.0%	12	-8	?	-23%	5%	1%	-23	-2
CC(C)(C)NC(=O)C(OC(=O)c1cccs1)c1ccccc1 (stereo not given)	2%	3	0.0%	7	0	4%	-1%	2%	-2%	12	7
CC(=O)C1C(c2ccc(Cl)cc2)c2c(noc2C)CC1(C)O (stereo not given)	-1%	5	-0.7%	6	-8	9%	.	10%	0%	10	11
CN(C)CCCN(C(=O)c1ccco1)c1nc2cc3c(cc2s1)OCO3	4%	0	-0.2%	-3	-1	3%	1%	-6%	0%	7	12
COc1ccc(OCC(=O)Nc2cc(-c3nn(C)c(=O)c4ccccc34)ccc2OC)cc1	-2%	1	-0.5%	-7	6	4%	2%	-2%	-3%	-25	20
CC1(C)C(=O)Nc2ccccc2N1C(=O)COC(=O)CCSc1ccccc1	6%	-5	-0.1%	-11	-6	0%	-14%	-8%	0%	-8	-12
C/C=C/C(=O)Nc1cccc(C2=NOC3(C2)C[C@H](C(N)=O)N(C(=O)c2ccccc2C(=O)c2ccccc2)C3)c1 (stereo not given in full)	0%	0	0.5%	-6	.	4%	.	2%	3%	.	.
Cc1csc(SCC(=O)NC(=O)NCCC(C)C)n1	0%	2	0.1%	-1	23	1%	-11%	3%	5%	-1	-2
CSc1ncc(Cl)c(C(=O)NCc2ccc3c(c2)OCO3)n1	-8%	0	-1.1%	0	9	-2%	-10%	-6%	-1%	6	12
CN(C)S(=O)(=O)N(CC(=O)Nc1ccc2ccccc2c1)c1ccccc1	-4%	-1	0.7%	4	-9	20%	?	2%	1%	.	-4
COc1cccc(/C(C)=N/Nc2ccc(S(=O)(=O)N3CCCCC3)cn2)c1	.	.	0.4%	30	-17	.	.	1%	.	-5	-14
Cc1nc(N2CCN(C(=O)c3ccco3)CC2)c(C#N)c2c1CCCC2	4%	-2	-1.1%	?	30	12%	-18%	2%	7%	6	-1

Next section:
SMILES	PKM2 act	Coupling enz	B2AR arrestin	TRPV1 agonist	Giardia kill	MLL CXXC-DNA inh	Menin-MLL TR inh	USP2a inh	GALK inhibitor	KCNH2 3.1 inh	KCNH2 WT inh
Cc1c(NC(=O)c2c(N)n(-c3ccccc3)c3nc4ccccc4nc23)c(=O)n(-c2ccccc2)n1C	0%	1	-0.1%	4	.	-7%	-16%	1%	4%	.	.
CCn1c(CNC(=O)c2ccco2)nnc1SCC(=O)Nc1cc(F)ccc1C	.	0	0.4%	0	-2	7%	3%	3%	5%	3	-4
Cc1cccc([C@@H]2[C@@H]3C(=O)N(Cc4ccccc4)C(=O)[C@@H]3[C@]3(Cc4ccc(Cl)cc4)C(=O)N(c4ccc(Br)cc4)C(=O)N23)c1	0%	-5	0.3%	-3	9	19%	20µM*	-5%	.	-29	-13
COc1cccc(N2CCN(C(=O)C3CCN(S(=O)(=O)c4ccc5c(c4)oc(=O)n5C)CC3)CC2)c1	.	.	0.5%	1	2	-3%	.	2%	-7%	14	-3
COC(=O)CCCC1=CC2=CC(=O)C(C)(OC(=O)c3cccs3)C(=O)C2=CN1CC1CC1 (stereo not given)	-10%[11.5 µM]	-32*	-0.5%	7	7	-8%	-15%[11.7 µM]	7%	1%	-2	-7
CC(C)C[C@H](NC(=O)Nc1cccc(C(F)(F)F)c1)C(=O)O	0%	4	0.2%	4	-9	-5%	8%	2%	-4%	6	2
O=C(Cc1ccccc1)N/N=C/c1ccccc1OCc1ccc(Cl)cc1	6%	-2	-0.6%	.	3	6%	.	-5%	-1%	2	8
CCc1ccc(-n2c(=O)c3c(C)c(C)sc3n(CC(=O)NCC3CCCO3)c2=O)cc1 (stereo not given)	2%	-1	0.3%	6	1	6%	8%	3%	0%	12	26
COc1ccc(OCCCC(=O)Nc2cccnc2)cc1	-6%	2	-0.1%	22	9	14%	.	3%	0%	.	29
O=C(OC1CCCCC1=O)c1cc(Cl)ccc1[N+](=O)[O-] (stereo not given)	-35%	-2	0.3%	11	-2	-2%	?	3%	1%	20	2
CC1(C)CC(=O)C(C=Nc2ccc3[nH]ncc3c2)=C(O)C1	-7%	-15	0.1%	16	-5	-4%	-12%	-3%	2%	2	5
O=C(/C=C/c1ccco1)N(c1ccccn1)c1ccccn1	0%	-11	-0.1%	0	3	-13%	14%	-1%	8%	10	-3
Cc1ccc(C(=O)N/C(=C\c2cccs2)C(=O)N2CCOCC2)cc1C	-7%	.	0.1%	0	23	33%	.	1%	-3%	5	24
O=C(CCNS(=O)(=O)c1ccccc1)NNC(=O)c1cccc(Cl)c1	.	.	-0.3%	.	8	.	.	-3%	.	1	-11
CC(=O)N1c2ccc3ccccc3c2C2C=CCC2C1c1ccc(Br)cc1 (stereo not given)	-2%	-7	-0.1%	26	.	4%	-7%	2%	0%	.	.
Cc1ccc2c(c1)N(CC(=O)NCCCN1CCOCC1)C(=O)c1cccnc1O2	-1%	5	0.0%	0	-13	.	8%	1%	.	-1	-7
CCN(CC)S(=O)(=O)c1ccc2oc(Nc3ccc(OC)cc3OC)nc2c1	0%	-1	-1.1%	3	-7	5%	59%[activator]	-6%	-2%	-2	-9
Cc1cccn2c(=O)c3cc(C(=O)N4CCN(C(=O)c5ccco5)CC4)n(C)c3nc12	30%	1	0.2%	2	15	12%	-1%	1%	-3%	-5	-17
CCOC(=O)c1cnc(-n2nc(C)cc2C)nc1NCCc1ccccc1	-1%	-4	-0.9%	?	4	4%	?	-7%	0%	-19	-22
CCc1cc(CNC(=O)c2ccc3nc(Cc4ccc(OC)c(OC)c4)oc3c2)on1	.	.	-0.9%	-2	-14	3%	.	0%	6%	0	-10
CCc1ccc(N2C(=O)CN(Cc3cccs3)C2=S)cc1	3%	0	-0.4%	?	-4	-9%	?	-1%	-2%	4	-6
Cc1ccsc1/C=N/NC(=O)CO	-1%	-1	-0.1%	2	7	9%	24%	3%	-1%	1	-19
COc1cc(C)ccc1Oc1nc(-c2ccccc2O)nc2ccccc12	-1%	-12	-0.3%	1	20	-11%	.	1%	-4%	-33	0
O=C(CN1CCCCC1)N1CCc2ccccc21	-5%[11.5 µM]	0	-0.7%	5	-4	1%	-10%	-1%	2%	24	0
CCOC(=O)[C@@H]1[C@H]2COc3ccc(Br)cc3[C@H]2N2C(=O)N(c3ccc(Br)cc3)C(=O)[C@]12C	-6%	-3	-1.1%	-1	-12	3%	-1%	-2%	.	-1	-17

The list is partial. The share of hits here may be higher or lower than overall.
